Assay outcomes as filed in PubChem.
BioA inh: blocks M. tuberculosis BioA enzyme activity | purified M. tuberculosis BioA enzyme, plate reader | inhibition, % at 9.99 µM | AID 602481 | 0.096% of 360,000 active; in the data active = inhibition above about 40%
The depositor's hits bear a star; & = joins results of further samples. A portion of the library; count on the stated rates, not on these rows.

> CC(C)C(=O)Nc1ccc2c(c1)C(=O)N(C)[C@@H]1CC[C@@H](CC(=O)NCCc3ccccc3)O[C@@H]1CO2
  BioA inh: -2.2
> C[C@H](CO)N1C[C@H](C)[C@H](CN(C)C(=O)Nc2ccc(C(F)(F)F)cc2)Oc2ccc(NC(=O)C3CC3)cc2CC1=O
  BioA inh: -0.3
> CCC(=O)N1[C@H](CNC(=O)COC)[C@H](c2ccc(-c3ccccc3)cc2)[C@@H]1CO
  BioA inh: -1.0
> C[C@H](CO)N1C[C@H](C)[C@@H](CN(C)C(=O)C2CC2)Oc2cc(C#Cc3ccccc3)ccc2S1(=O)=O
  BioA inh: 1.5
> COc1cccc(-c2ccc3n(c2=O)C[C@H]2N[C@@H]3[C@@H](C(=O)N3CCCCC3)[C@@H]2CO)c1
  BioA inh: -0.8
> Cc1ccc(S(=O)(=O)Nc2ccc3c(c2)C(=O)N([C@@H](C)CO)C[C@H](C)[C@H](CN(C)C(=O)CCCN(C)C)OCCCC[C@@H](C)O3)cc1
  BioA inh: -1.3
> COc1ccc(NC(=O)N(C)C[C@H]2Oc3ncc(C#C[C@H](C)O)cc3C(=O)N([C@H](C)CO)C[C@H]2C)cc1
  BioA inh: -1.3
> COc1cccc(NC(=O)N2C[C@@H](O)COC[C@H]3O[C@@H](CC(=O)NC4CCCC4)CC[C@@H]32)c1
  BioA inh: 0.2
> COc1ccc(S(=O)(=O)N(C)C[C@@H]2Oc3ncc(-c4ccncc4)cc3C(=O)N([C@H](C)CO)C[C@@H]2C)cc1
  BioA inh: 0.6
> C[C@@H]1CN([C@H](C)CO)C(=O)Cc2cc(NS(=O)(=O)c3ccccc3)ccc2O[C@@H]1CN(C)Cc1ccc2c(c1)OCO2
  BioA inh: 3.1

> C[C@@H]1CN([C@@H](C)CO)C(=O)c2cc(-c3ccc(F)cc3)cnc2O[C@@H]1CN(C)C(=O)Cc1ccccc1
  BioA inh: 0.3
> C[C@@H]1CN([C@@H](C)CO)C(=O)c2cc(/C=C/c3ccccc3)cnc2O[C@@H]1CN(C)S(=O)(=O)c1ccccc1F
  BioA inh: 1.7
> O=C(C[C@@H]1C=C[C@@H](NC(=O)Nc2ccc3c(c2)OCO3)[C@@H](CO)O1)NCc1ccc(Cl)cc1
  BioA inh: 0.6
> CCCNC(=O)N(C)C[C@H]1Oc2cc(-c3ccccc3)ccc2S(=O)(=O)N([C@H](C)CO)C[C@H]1C
  BioA inh: 0.2
> O=C(O)C[C@H]1C[C@H]2c3cc(NC(=O)NC4CCCC4)ccc3O[C@H]2[C@H](CO)O1
  BioA inh: -0.8
> C[C@H]1CCCCO[C@H](CN(C)C(=O)Cc2ccccc2)[C@@H](C)CN([C@@H](C)CO)C(=O)c2cc(NS(=O)(=O)c3cccs3)ccc2O1
  BioA inh: 1.3
> C[C@@H]1CCCCO[C@H](CN(C)C)[C@@H](C)CN([C@H](C)CO)C(=O)c2cc(NS(=O)(=O)c3ccc(F)cc3)ccc2O1
  BioA inh: -0.8
> O=C(NCc1ccc(F)cc1)[C@H]1[C@H](CO)[C@H]2Cn3c(cccc3=O)[C@H]2N1CCC(F)(F)F
  BioA inh: -1.3
> O=C(C[C@@H]1C=C[C@@H](NS(=O)(=O)c2ccc(F)cc2)[C@H](CO)O1)NC1CCC1
  BioA inh: 2.4
> O=C(C[C@H]1CC[C@H](NC(=O)c2ccc3c(c2)OCO3)[C@H](CO)O1)NCc1ccc(Oc2ccccc2)cc1
  BioA inh: 2.1

> CO[C@H]1CN(C)C(=O)c2cc(NC(=O)c3ccc(F)cc3)ccc2OC[C@H](C)N(C(=O)c2ccc(F)cc2)C[C@@H]1C
  BioA inh: 3.5
> CCC(=O)N1[C@@H]2c3cccc(=O)n3C[C@@H]2[C@@H](CO)[C@@H]1C(=O)NC1CCCCC1
  BioA inh: -1.6
> C[C@@H](O)C#Cc1cnc2c(c1)C(=O)N([C@@H](C)CO)C[C@H](C)[C@@H](CN(C)C(=O)c1ccccc1)O2
  BioA inh: -1.3
> C[C@@H]1CN([C@@H](C)CO)C(=O)c2cc(NC(=O)CCCN(C)C)ccc2O[C@@H](C)CCCCO[C@H]1CN(C)C(=O)Nc1cccc2ccccc12
  BioA inh: -0.7
> CO[C@H]1CN(C)C(=O)c2ccc(NC(=O)CC(F)(F)F)cc2OC[C@H](C)N(S(=O)(=O)c2cn(C)cn2)C[C@H]1C
  BioA inh: -1.8
> O=C(CCN1CCCCC1)N[C@H]1CC[C@@H](CCNS(=O)(=O)c2ccc(Cl)cc2)O[C@H]1CO
  BioA inh: -0.7
> C[C@H]1CN([C@@H](C)CO)C(=O)c2cccc(NC(=O)NC3CCCCC3)c2O[C@H]1CN(C)Cc1ccc(C(=O)Nc2ccccc2N)cc1
  BioA inh: 0.5
> C[C@H]1CN([C@@H](C)CO)S(=O)(=O)c2ccc(-c3ccccc3)cc2O[C@H]1CN(C)C(=O)C1CCCCC1
  BioA inh: 1.0
> C[C@@H]1CN([C@H](C)CO)C(=O)c2cc(NC(=O)C3CC3)ccc2O[C@@H]1CN(C)Cc1ccc(-c2ccccc2)cc1
  BioA inh: -7.1
> Cc1ccc(S(=O)(=O)N(C)C[C@@H]2OCCCC[C@@H](C)Oc3ccc(NS(=O)(=O)c4ccc(Cl)cc4)cc3C(=O)N([C@@H](C)CO)C[C@H]2C)cc1
  BioA inh: -1.3

> C[C@H](CO)N1C[C@H](C)[C@H](CN(C)C)Oc2ccc(NC(=O)Nc3ccc(C(F)(F)F)cc3)cc2CC1=O
  BioA inh: 0.5
> C[C@@H]1CN([C@H](C)CO)C(=O)c2cc(NS(=O)(=O)c3cn(C)cn3)ccc2O[C@@H]1CN(C)Cc1ccncc1
  BioA inh: 1.6
> CCCN(C[C@H]1[C@H](c2ccccc2)[C@@H](CO)N1C(C)=O)C(=O)NC(C)C
  BioA inh: -3.4&-2.8
> C[C@@H]1CCCCO[C@H](CN(C)C(=O)CCC(F)(F)F)[C@H](C)CN([C@@H](C)CO)C(=O)c2cc(NC(=O)CCCCCC(=O)Nc3ccccc3N)ccc2O1
  BioA inh: -1.3
> C[C@@H]1CCCCO[C@@H](CN(C)CC2CC2)[C@H](C)CN([C@H](C)CO)C(=O)c2cc(NC(=O)Nc3cccc4ccccc34)ccc2O1
  BioA inh: -1.1
> O=C(C[C@@H]1CC[C@H]2[C@@H](COC[C@H](O)CN2Cc2ccc(F)cc2)O1)NCCc1ccccc1
  BioA inh: 0.7
> O=C(C[C@@H]1CC[C@@H]2[C@H](COC[C@@H](O)CN2C(=O)c2ccc(F)cc2)O1)NCCCN1CCOCC1
  BioA inh: -2.0
> Cc1noc(C)c1NC(=O)N(C)C[C@@H]1Oc2ccc(N(C)C)cc2C(=O)N([C@H](C)CO)C[C@H]1C
  BioA inh: -0.5
> O=C(c1ccccc1F)N1CC[C@@H]2[C@H]1c1cc(C#Cc3ccccc3)ccc1N[C@@H]2CO
  BioA inh: -3.2
> CO[C@@H]1CN(C)C(=O)c2ccc(NC(=O)Nc3c(C)noc3C)cc2OC[C@H](C)NC[C@@H]1C
  BioA inh: 0.7

> CCCC(=O)Nc1ccc2c(c1)OC[C@H](C)N(Cc1nccs1)C[C@@H](C)[C@@H](OC)CN(C)C2=O
  BioA inh: 1.1
> O=C(NCC[C@@H]1CC[C@@H](NS(=O)(=O)c2cccc(F)c2)[C@@H](CO)O1)C1CCCC1
  BioA inh: 0.6
> Cc1ccc(S(=O)(=O)N(C)C[C@H]2OCCCC[C@@H](C)Oc3ccc(NS(=O)(=O)c4ccc(Cl)cc4)cc3C(=O)N([C@@H](C)CO)C[C@@H]2C)cc1
  BioA inh: -4.4
> COc1ccc(S(=O)(=O)Nc2ccc3c(c2)C(=O)N([C@@H](C)CO)C[C@H](C)[C@H](CN(C)C)O3)cc1
  BioA inh: -3.0
> Cc1noc(C)c1NC(=O)N(C)C[C@@H]1OCCCC[C@H](C)Oc2ccc(NS(=O)(=O)c3c(C)noc3C)cc2C(=O)N([C@@H](C)CO)C[C@@H]1C
  BioA inh: -2.3
> CN(C)C(=O)[C@@H]1[C@@H](CO)[C@@H]2Cn3c(cccc3=O)[C@H]1N2C(=O)c1ccc(F)cc1
  BioA inh: -1.5
> O=C(c1ccccc1F)N1C[C@H]2[C@@H](c3ccccc31)[C@H](CO)N2C(=O)C1CCCC1
  BioA inh: -1.8
> CO[C@H]1CC[C@@H]2CCN(C)C(=O)[C@H](C)N(C)C(=O)c3cc(C#N)ccc3OC[C@@H]1O2
  BioA inh: -2.6
> COc1ccc(NC(=O)Nc2ccc3c(c2)C(=O)N([C@@H](C)CO)C[C@H](C)[C@@H](CN(C)S(=O)(=O)c2cn(C)cn2)OCCCC[C@H](C)O3)cc1
  BioA inh: -3.4
> COc1ccccc1CNC(=O)C[C@H]1CC[C@H]2[C@@H](COc3ccc(NC(=O)c4ccno4)cc3C(=O)N2C)O1
  BioA inh: 6.9

> CC(=O)Nc1ccc2c(c1)C(=O)N(C)[C@H]1CC[C@@H](CC(=O)NC3CCCCC3)O[C@@H]1CO2
  BioA inh: -3.2
> C/C=C/c1ccc2c(c1)O[C@H](CN(C)C(=O)C1CCCCC1)[C@H](C)CN([C@H](C)CO)S2(=O)=O
  BioA inh: 4.9
> O=C(C[C@H]1CC[C@@H]2[C@H](COC[C@@H](O)CN2C(=O)c2ccccc2F)O1)NCc1ccc(Cl)c(Cl)c1
  BioA inh: -0.3
> CCC(=O)N(C)C[C@H]1Oc2ncc(C#C[C@H](C)O)cc2C(=O)N([C@@H](C)CO)C[C@H]1C
  BioA inh: -1.6
> Cc1noc(C)c1NC(=O)N(C)C[C@@H]1Oc2ccc(NC(=O)Cn3cnnn3)cc2CC(=O)N([C@@H](C)CO)C[C@@H]1C
  BioA inh: 0.1
> O=C(Nc1cc(F)ccc1F)N1CCCCN2[C@H](CO)[C@@H](c3ccc(-c4ccccc4)cc3)[C@H]2C1
  BioA inh: -2.9
> C[C@@H]1CN([C@@H](C)CO)C(=O)c2cc(NC(=O)Nc3ccc(C(F)(F)F)cc3)ccc2O[C@@H]1CN(C)Cc1ccc(C(F)(F)F)cc1
  BioA inh: -6.3
> O=C(C[C@@H]1C[C@@H]2c3cc(NC(=O)Nc4ccc(C(F)(F)F)cc4)ccc3O[C@@H]2[C@H](CO)O1)NCc1ccc(Cl)cc1
  BioA inh: 2.6
> CCCNC(=O)[C@H]1[C@H](CO)[C@H]2Cn3c(ccc(-c4cccc(F)c4)c3=O)[C@H]2N1C(=O)CC
  BioA inh: 1.9
> C[C@@H]1CN([C@@H](C)CO)C(=O)c2cccc(NS(C)(=O)=O)c2O[C@@H]1CN(C)C(=O)Nc1ccccc1
  BioA inh: -2.8

Part of the list above in order of SMILES length, ascending:
> CCC(=O)N(C)C[C@H]1Oc2ncc(C#C[C@H](C)O)cc2C(=O)N([C@@H](C)CO)C[C@H]1C
  BioA inh: -1.6
> CCCC(=O)Nc1ccc2c(c1)OC[C@H](C)N(Cc1nccs1)C[C@@H](C)[C@@H](OC)CN(C)C2=O
  BioA inh: 1.1
> C[C@H]1CN([C@@H](C)CO)S(=O)(=O)c2ccc(-c3ccccc3)cc2O[C@H]1CN(C)C(=O)C1CCCCC1
  BioA inh: 1.0

Going on with the list:
> CN(C)C(=O)C[C@@H]1CC[C@@H]2[C@H](COC[C@@H](O)CN2Cc2nccs2)O1
  BioA inh: -2.7
> C[C@@H]1CN([C@@H](C)CO)C(=O)c2cc(NC(=O)Nc3ccc(C(F)(F)F)cc3)ccc2O[C@H]1CN(C)Cc1ccc2c(c1)OCO2
  BioA inh: -1.6
> NCC[C@H]1CC[C@@H](NC(=O)NC2CCCCC2)[C@H](CO)O1
  BioA inh: -2.4
> C[C@@H]1CN([C@@H](C)CO)C(=O)Cc2cc(NC(=O)Nc3ccc(C(F)(F)F)cc3)ccc2O[C@H]1CN(C)C(=O)Nc1ccc(C(F)(F)F)cc1
  BioA inh: 1.0
> CNC(=O)C[C@@H]1CC[C@@H]2[C@H](COc3ccc(NC(=O)c4ccc5c(c4)OCO5)cc3C(=O)N2C)O1
  BioA inh: 1.3
> Cc1ccc(S(=O)(=O)N[C@@H]2CC[C@H](CC(=O)N3CCc4ccccc4C3)O[C@@H]2CO)cc1
  BioA inh: -1.4
> CNC(=O)C[C@@H]1CC[C@H]2[C@@H](COc3ccc(NC(=O)NC4CCCC4)cc3C(=O)N2C)O1
  BioA inh: -1.0
> C[C@@H]1CN([C@H](C)CO)C(=O)c2cccc(NS(=O)(=O)c3cn(C)cn3)c2O[C@H]1CN(C)C
  BioA inh: 2.1
> CCCNC(=O)C[C@H]1CC[C@@H]2[C@H](COc3ccc(NS(=O)(=O)CC)cc3C(=O)N2C)O1
  BioA inh: -3.6
> O=C(C[C@H]1CC[C@@H]2[C@H](COC[C@H](O)CN2CC2CCOCC2)O1)NCc1ccc(Cl)cc1
  BioA inh: 0.1

> C[C@@H]1CN([C@H](C)CO)C(=O)c2cc(NC(=O)Nc3ccccc3)ccc2O[C@@H](C)CCCCO[C@@H]1CN(C)Cc1ccc(C(=O)O)cc1
  BioA inh: 1.1
> O=C(Nc1ccc(F)cc1)N1CCCCN2[C@H](C1)[C@@H](c1ccc(-c3ccccc3F)cc1)[C@@H]2CO
  BioA inh: -0.3
> C[C@@H]1CN([C@H](C)CO)C(=O)c2cc(NS(=O)(=O)c3cccs3)ccc2O[C@@H](C)CCCCO[C@@H]1CN(C)S(=O)(=O)c1ccc(Cl)cc1
  BioA inh: -1.9
> COc1ccccc1NC(=O)N[C@@H]1CC[C@@H](CC(=O)NCc2ccc(Cl)c(Cl)c2)O[C@H]1CO
  BioA inh: -1.8
> C[C@@H]1CCCCO[C@@H](CN(C)Cc2ccc(C(F)(F)F)cc2)[C@H](C)CN([C@H](C)CO)C(=O)c2cc(N(C)C)ccc2O1
  BioA inh: 0.8
> CO[C@H]1CN(C)C(=O)c2cc(NC(=O)Nc3cccc(F)c3)ccc2OC[C@@H](C)N(C(C)=O)C[C@@H]1C
  BioA inh: 0.6
> C[C@H]1CN([C@@H](C)CO)C(=O)Cc2cc(NC(=O)c3ccncc3)ccc2O[C@@H]1CN(C)Cc1ccc(Oc2ccccc2)cc1
  BioA inh: -2.5
> CC(=O)N1[C@H](C(=O)NC2CCCCC2)[C@@H](CO)[C@@H]2Cn3c(cccc3=O)[C@@H]21
  BioA inh: -2.3
> C[C@@H]1CN([C@H](C)CO)C(=O)c2cc(C#CCc3ccccc3)cnc2O[C@H]1CN(C)Cc1cccnc1
  BioA inh: 4.9
